Gal4-VP16 FLuc: counter-screen for ROR gamma inhibitors: Gal4-VP16 reporter | Drosophila S2 Gal4-VP16 UAS-luciferase, luminescence, 20 h | Potency, µM (doses to about 53.6 µM), inactives show top-dose activity, negative = inhibition, hits mostly inhibitors | 3.5% of 310,000 active | AID 2546;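 note: Gal4-VP16 expression switched on by copper sulfate through the metallothionein promoter; % is set by controls: 0 for no effect and ±100 for the full control effect; nearly all actives have a fitted effect of over 50% in size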
NPC1 prom act: NPC1 promoter activation; Huh7 NPC1 promoter luciferase reporter, 24 h; Potency, µM (top dose mostly 9.22 µM), for inactives: at the highest dose activation, usual class: activators; 2.4% of 320,000 active; AID 485313;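 note: % of control where 0% means no effect; nearly all actives have a fitted effect of over 60% in size; reporter is driven by a mutant NPC1 promoter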
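NPC1 promoter–luciferase Huh7 cells; 24 h compound; luminescence.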
Rab9 promoter act: activates the Rab9 promoter. Huh7 Rab9 promoter-luciferase reporter, luminescence, 24 h. Potency, µM (top dose mostly 9.22 µM), for the others: at the top dose activation, negative = inhibition, actives largely listed as activators. 2.8% of 320,000 active. AID 485297; note: % of control where 0% means no effect; nearly all actives have a fitted effect of over 60% in size
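Rab9 promoter-driven luciferase in stably transfected Huh7 cells; 1500 cells/well rested 2 h, exposed to compound in DMSO for 24 h at 37 °C, 5% CO2. Luminescence read 10 min after adding luciferase reagent at ambient temperature.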
uPA generation: blocks generation of uPA at the cell surface | cell surface uPA generation assay, qHTS | 0.31% of 330,000 active | Potency, µM (series often up to 38.3 µM), for inactives: at the highest dose activity change, negative = inhibition, most hits filed as inhibitors; active = well fitted inhibition curve with a large enough effect; inconclusive = small, poorly fitted or top-dose-only effect; inactive = no such curve, though single readings can be large or run the other way; tested in mouse RAW 264.7 cells; note: % is set by controls: 0 for no effect and ±100 for the full control effect; nearly all actives have a fitted effect of over 55% in size
MLL CXXC-DNA inh: blocks binding of human MLL CXXC domain to DNA. Q03164. MLL-CXXC / FITC-HOXA9 DNA fluorescence polarization. Potency, µM (titrated, usually from 115 µM), for the others: at the highest dose activity change, negative = inhibition, most hits filed as inhibitors. 0.037% of 290,000 active. AID 2662; active = well fitted inhibition curve with a large enough effect in the polarisation, with a control signal flat, not every such curve was filed as active; inconclusive = small, poorly fitted or top-dose-only effect, or effect the other way, or a change in a side signal; inactive = no such curve, though single readings can be large or run the other way; the % refers to the polarisation
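Steps: dispense CXXC domain solution (7 uM) → pin compounds or unlabeled HOX-A9 DNA control → 5 min ambient → add FLSN-HOX-A9 solution (50 nM) → spin → 30 min ambient → fluorescence polarization. Tris pH 7.5/NaCl/DTT/BSA buffer.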
RORgamma inh: blocks mouse ROR gamma transcriptional activity; Potency, µM (doses to about 53.6 µM), for inactives: at the top dose activity change, negative = inhibition, most hits filed as inhibitors; 5.4% of 310,000 active; Drosophila S2 Gal4-RORgamma UAS-luciferase reporter, 20 h; P51450; AID 2551; note: % is set by controls: 0 for no effect and ±100 for the full control effect; nearly all actives have a fitted effect of over 60% in size
Target sequence (P51450 whole entry, looked up, the tested form may be a part): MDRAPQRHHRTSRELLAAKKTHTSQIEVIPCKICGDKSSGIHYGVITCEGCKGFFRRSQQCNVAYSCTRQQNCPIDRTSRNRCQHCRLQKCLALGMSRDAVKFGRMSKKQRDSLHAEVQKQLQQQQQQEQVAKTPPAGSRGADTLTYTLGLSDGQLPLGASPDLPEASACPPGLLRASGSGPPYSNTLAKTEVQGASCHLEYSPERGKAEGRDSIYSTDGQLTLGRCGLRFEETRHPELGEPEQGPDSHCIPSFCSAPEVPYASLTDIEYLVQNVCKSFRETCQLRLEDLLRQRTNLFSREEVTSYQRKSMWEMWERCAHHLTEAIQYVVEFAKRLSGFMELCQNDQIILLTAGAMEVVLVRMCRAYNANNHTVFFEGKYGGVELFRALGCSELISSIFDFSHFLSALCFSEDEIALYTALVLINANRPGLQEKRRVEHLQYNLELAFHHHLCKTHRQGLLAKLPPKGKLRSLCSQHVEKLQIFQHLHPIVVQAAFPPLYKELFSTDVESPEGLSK
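Stable Schneider cell line, Gal4 DNA-binding domain fused to ROR gamma, UAS-luciferase. Cmpd 1 hr RT → CuSO4 700 uM final → 20 hr RT → luciferase reagent 10 min → luminescence.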
BRCA1 expr act: increases BRCA1 expression; MCF7-BRCA1-FFLuc reporter, luminescence, 48 h; response scale: scaled: vehicle 0%, 10 µM genistein 100%; Potency, µM (series often up to 46.1 µM), for the others: at the top dose activation, most hits filed as activators; 1.1% of 380,000 active; AID 624202; note: nearly all actives have a fitted effect of over 80% in size; some results filed as inactive show a strong effect at the top dose
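Compounds are tested at multiple concentrations on MCF7 BRCA1-luciferase reporter cells seeded at 2000 per well; after 48 h, a single luminescence end-point is taken and curves fitted to the normalized data.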
MBNL1-CUG inh: blocks human MBNL1 binding to CUG repeat RNA. Q9NR56. TR-FRET MBNL1-His/biotin-(CUG)12 binding, 665/545 ratio. Potency, µM (series often up to 57.5 µM), without a hit: at the top dose activity change, negative = inhibition, hits mostly inhibitors. 0.036% of 280,000 active. AID 2675; active = well fitted inhibition curve with a large enough effect in the signal ratio, with a control signal flat, not every such curve was filed as active; inconclusive = small, poorly fitted or top-dose-only effect, or effect the other way, or a change in a side signal; inactive = no such curve, though single readings can be large or run the other way; the % refers to the signal ratio; note: % is set by controls: 0 for no effect and ±100 for the full control effect
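MBNL1-His + Biotin-(CUG)12, cpd titration 92 nM–58 uM; Tb anti-His Ab 0.055 ng/ul, SA-XL665 5 nM (final); 60 min RT; ratiometric 665/545 nm, Ex 340 nm; normalized to buffer and full-complex controls.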
ELG1 genotoxic: genotoxicity induction in ELG1-luciferase HEK293T cells. HEK293T ELG1-luciferase reporter, luminescence, 16 h. Potency, µM (titrated, usually from 46 µM), without a hit: at the top dose activity change, positive = activation, hits mostly activators. 1.3% of 330,000 active; note: % of control where 0% means no effect; nearly all actives have a fitted effect of over 60% in size
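Screening used a luciferase reporter fused to human ELG1 in HEK293T cells. Luminescence was read on a CCD plate imager after 16 hr exposure and 30 min ONE-Glo incubation.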
FLuc counter: counter-screen for miR-21 project: firefly luciferase inhibitors or activators; P08659; AID 588342; Potency, µM (series often up to 57.5 µM), without a hit: at the top dose activity change, negative = inhibition, usual class: inhibitors; 6.9% of 360,000 active; purified FLuc, Km substrates, luminescence inhibition;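 note: plate controls were vehicle for no effect and reference inhibitor for full effect; nearly all actives have a fitted effect of over 55% in size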
Target sequence (P08659 whole entry, looked up): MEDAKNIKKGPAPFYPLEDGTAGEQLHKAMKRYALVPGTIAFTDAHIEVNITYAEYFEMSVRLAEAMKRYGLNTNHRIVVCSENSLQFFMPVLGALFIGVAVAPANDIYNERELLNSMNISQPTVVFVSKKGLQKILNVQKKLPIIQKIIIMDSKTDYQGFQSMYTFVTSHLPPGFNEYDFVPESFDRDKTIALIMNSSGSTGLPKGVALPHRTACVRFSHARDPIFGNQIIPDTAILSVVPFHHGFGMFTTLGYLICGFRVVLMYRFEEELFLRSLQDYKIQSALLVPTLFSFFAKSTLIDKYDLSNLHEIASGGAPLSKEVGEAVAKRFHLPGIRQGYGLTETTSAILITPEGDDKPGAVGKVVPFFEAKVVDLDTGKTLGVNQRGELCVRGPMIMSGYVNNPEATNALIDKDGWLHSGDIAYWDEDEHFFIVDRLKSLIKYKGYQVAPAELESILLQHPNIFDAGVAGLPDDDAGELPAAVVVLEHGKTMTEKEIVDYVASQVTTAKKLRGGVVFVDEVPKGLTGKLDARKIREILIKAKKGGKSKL
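Purified P. pyralis luciferase (10nM final) with 10uM D-luciferin and 10uM ATP (Km levels) in 50mM Tris acetate pH 7.5, 10mM Mg acetate, 0.01% Tween-20, 0.05% BSA; qHTS 6-point titration, ~60 µM downward; luminescence read.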
p53 reactivator: re-activators of mutant p53 | 0.063% of 320,000 active | Potency, µM (series often up to 92.2 µM), for the others: at the highest dose activity change, positive = activation, hits mostly activators | H1299 p53-A138V BP100-luciferase reporter, luminescence, 24 h; note: % of control where 0% means no effect; nearly all actives have a fitted effect of over 45% in size
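H1299 (p53-null), stable ts p53-A138V + BP100-Luc; 1000 cells/well, Opti-MEM/10% FBS; cpd 4 pt, 1:5; 24 h, 37 deg C, 5% CO2; detection reagent 10 min RT; luminescence.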
* = called active by the depositor; ? = inconclusive; nt = not tested or not shown; & = joins results of further samples; [ ] = remark or other dose. Unless noted, calls come from the whole dose curve; as a rule, active = well fitted curve in the direction sought with a large enough effect; inconclusive = small, poorly fitted or top-dose-only effect, or another doubt; inactive = no such curve, though single readings can be large; an effect the other way counts as inactive or inconclusive. Potency is the fitted concentration of half-maximal effect. A portion of the library; rates above refer to the full screens.

Results follow in this order: FLuc counter	Rab9 promoter act	uPA generation	ELG1 genotoxic	p53 reactivator	RORgamma inh	BRCA1 expr act	Gal4-VP16 FLuc	MBNL1-CUG inh	MLL CXXC-DNA inh	NPC1 prom act
> CC1=CN2C(=N)/C(=C/c3ccc(Sc4ccc(Cl)cc4)o3)C(=O)N=C2S1
    -1%	1%	-10%	-1%	0%	?	-19%	4.5µM*	-8%	17%	-2%
> Cc1ccccc1Nc1nc(-c2sc(NC(=O)c3ccc([N+](=O)[O-])cc3)nc2C)cs1
    ?	-3%	nt	-7%	4%	-17%	nt	-15%	?	0%	-1%
> CCc1cc(N2CCOCC2)cc2c1[nH]c1ccccc12
    2%	2%	nt	1%	-25%	-16%	-49%	-2%	-4%	1%	-6%
> CCNc1ccc(Br)cc(C(=O)/C=C/c2ccc(Cl)cc2Cl)c1=O
    -9%	-1%	-10%	-12%	-37%[inhibitor]	5µM*	-102%[inhibitor]	13µM*	1%	?	-3%
> CCOC(=O)c1c(CC(C)C)csc1NC=O
    6%	-1%	-4%	-2%	3%	3%	-18%	-22%	-27%	-1%	-1%
> CSc1nc(-c2ccco2)nn1C(=O)CCc1ccccc1
    -9%	7%	nt	4%	19%	-8%	1%	-2%	-4%	8%	-2%
> NC(=S)N/N=C/c1coc2cc(Br)ccc2c1=O
    7%	-5%	3%	-4%	2%	-5%	10%	6%	-11%	3%	2%
> O=C(CSc1ccc2nnc(-c3ccc(Cl)cc3)n2n1)N1CCCc2ccccc21
    -1%	-11%	1%	4%	-6%	28%	-33%	-5%	1%	8%	-11%
> CC(C)CCNC(=O)NC(=O)CSc1nnc(-c2ccccc2F)n1N
    11%	1%	2%	-1%	-12%	18%	3%	-16%	-13%	6%	-2%
> CC(NC(=O)C1C(=O)N(CCO)C2(C)CC1c1ccccc1O2)c1ccccc1 (configuration not stated)
    2%	-1%	-5%	-1%	-4%	-1%	-22%	-11%	17%	-1%	2%
> CCN1C=C(Cc2ccccc2C)C2=C(C1)C(c1ccccc1C)C(C#N)=C(N)O2 (configuration not stated)
    3%	-4%	2%	-6%	-11%	?	-43%	6%	7%	14%	-1%
> Nn1c(=O)c2ccccc2n2c(SCc3ccccc3)nnc12
    ?	-4%	7%	3%	?	10%	43%	-9%	2%	2%	1%
> O=C(c1ccccc1F)N1CCN(Cc2nc3sc4c(c3c(=O)[nH]2)CCCC4)CC1
    -1%	-1%	5%	0%	-4%	0%	-36%	0%	-3%	2%	3%
> CC(OC(=O)c1ccccc1C(=O)N(C)Cc1ccccc1)C(=O)NC1(C#N)CCCCC1 (configuration not stated)
    9%	-1%	3%	-2%	-2%	nt	-4%	nt	nt	nt	0%
> C[C@H](NC(=O)C1CC(=O)N(c2ccc3c(c2)OCO3)C1)C(=O)NC1CCCC1 (some centres not stated)
    -2%	19%	5%	1%	3%	-6%	5%	4%	5%	24%	-3%
> O=C(CN1C(=O)NC2(CCCCCC2)C1=O)N1CCCCC1
    4%	4%	?	4%	-3%	nt	-1%	nt	nt	nt	2%
> CCOC(=O)C1=NN(c2ccc(Cl)cc2)C(c2ccccc2)CC1=O (configuration not stated)
    15%	-6%	-1%	-3%	-4%	37%	-34%	5%	32%[activator]	-4%	-1%
> CN(Cc1ccccc1)C(=O)CNC(=O)C12CC3CC(CC(C3)C1)C2
    -1%	1%	-11%	0%	-5%	nt	-1%	nt	nt	nt	-3%
> CCSc1nnc2c(Cl)cc(Cl)cn12
    2%	-9%	2%	5%	2%	-3%	0%	-2%	25%	-3%	-5%
> COc1ccc(N(C(=O)c2cnccn2)C(C(=O)NC2CCCCC2)c2ccc(O)cc2)cc1 (configuration not stated)
    -2%	9%	2%	4%	0%	0%	-9%	-4%	-1%	2%	-1%
> Cc1sc2nc(CN3CCOCC3)nc(NCCc3ccccc3)c2c1C
    1%	-1%	-1%	-8%	-3%	7.1µM*	-20%	?	-4%	-23%	0%
> O=C(CN1C(=O)CCS(=O)(=O)c2ccccc21)Nc1ccc2c(c1)OCCO2
    7%	0%	5%	1%	2%	24%	2%	-7%	-12%	-2%	-8%
> COC(=O)CCSc1cc(NCCOC(C)=O)c([N+](=O)[O-])c2nonc12
    -1%	-11%	-11%	7%	-24%	-32%	-10%&-48%	-5%	?	0%	-10%
> Cc1ccc(NC(=O)C/C(N)=N/O)cc1Cl
    1%	0%	5%	-2%	-2%	15%	-3%	-3%	nt	3%	0%
> COc1cc(/C=C2/C(=O)N(c3ccc(Br)cc3)N=C2C)cc([N+](=O)[O-])c1O
    ?	5%	nt	1%	-3%	15%	nt	-2%	2%	6%	2%
> COc1cccc(NC(=O)CN(C)C(=O)Cn2c(=O)oc3ccccc32)c1
    1%	1%	2%	-3%	-7%	nt	9%	nt	nt	nt	0%
> CSc1nc(Sc2ccc(Cl)cc2)c2ccccc2n1
    -2%	5%	3%	0%	4%	16µM*	-18%	-11%	-4%	10%	2%
> CCN(C(=O)COC(=O)c1ccc(OCc2c(C)noc2C)cc1)c1ccccc1
    3%	-11%	3%	-4%	-9%	24%	-8%	16%	0%	-6%	1%
> COC(=O)c1ccccc1NC(=O)C1CCN(C(=O)Cc2ccccc2)CC1
    6%	-4%	1%	5%	0%	1%	-21%	-5%	?	7%	-1%
> CC(C)(C)C(=O)Nc1ccc(S(=O)(=O)N2CCCC2)cc1
    0%	-4%	-1%	-4%	3%	-32%	28%	16%	-5%	10%	-3%
> COc1ccc(C(C(N)=O)c2ncc(C(F)(F)F)cc2Cl)cc1OC (configuration not stated)
    -1%	-6%	6%	0%	5%	10%	-6%	-8%	-2%	1%	-4%
> COc1cc(/C=C2\SC(=Nc3ccc(O)cc3)NC2=O)cc(OC)c1O
    -1%	-9%	-3%	?	-1%	2%	-51%	0%	9%	?	-17%
> O=C(OC1CCCCC1=O)c1cc(S(=O)(=O)N2CCOCC2)ccc1F (configuration not stated)
    5%	-1%	0%	2%	0%	-12%	15%	2%	1%	3%	1%
> CCOc1ccc2nc(N3CCC(C(=O)N4CCN(c5ncccn5)CC4)CC3)sc2c1
    12µM*	17%	6%	-1%	14%	-7%	59%	28%	1%	5%	?
> O=C(Nc1cccc(-c2cccc(Cl)c2)c1)C1CCN(Cc2ccc(CO)o2)CC1
    -1%	-3%	2%	-9%	?	-25%	-22%	-14%	-1%	-4%	-1%
> Cc1cccc(N2CCCC2=Nc2ccc(Br)cc2C#N)c1
    2%	-3%	?	0%	?	4%	-43%	5%	-7%	-8%	0%
> CCCCn1nnc(NC(=S)NC(=O)c2ccc(-c3cccc(Cl)c3Cl)o2)n1
    0%	-1%	4%	5%	2%	1.3µM*	11%	1.1µM*	1%	4%	8%
> COc1cccc(NC(=O)CN(C)C(=O)c2ccc(NC3CC3)c([N+](=O)[O-])c2)c1
    -3%	0%	0%	-1%	-6%	nt	-19%	nt	nt	nt	-1%
> O=C(NC1CCN(S(=O)(=O)c2ccccc2C(F)(F)F)CC1)c1ccco1
    -1%	-1%	-4%	-5%	0%	40%	17%	-2%	3%	-2%	3%
> COc1ccc(CNC(=S)Nc2cccc(OC)c2)cc1
    3%	0%	3%	-3%	0%	18µM*	27%	13µM*	-18%	5%	0%
> Cc1ccc(S(=O)(=O)Nc2ccc3nc(N)sc3c2)cc1
    0%	3%	nt	-3%	-4%	?	-81%	-24%	4%	1%	-4%
> CCc1c(C)c2ccc(OCC(=O)N(C)C)c(C)c2oc1=O
    ?	18%	nt	-2%	9%	12%	9%	5%	18%	-2%	13%
> Cc1ccc(C)c(CN2CCC(CNC(=O)Nc3ccc(C)c(C)c3)CC2)c1
    1%	-1%	-1%	0%	11%	-17%	-20%	-7%	-5%	0%	1%
> CN(C=[N+](C)C)c1cccc2c1C(=O)c1ccccc1C2=O
    -8%	-6%	-4%	2%	12%	-20%	-2%	8%	?	0%	-1%

Screening data as filed in PubChem BioAssay.
